Source: PubChem
CaV13 ICDI inh: Primary screen for inhibitors of IQ motif and Ca2+-dependent inactivation inhibitor domain binding in CACNA1D, Förster resonance energy transfer in living cells, … | HEK cells, CFP/YFP FRET ICDI-IQ, plate reader, 10 min; percent FRET-ratio fall versus neutral wells | AID 743397 | inhibition, % at 12.3 µM | actives 0.098% (n = 340,000);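 active means mean replicate inhibition of at least 30% and at least 1% of replicates passing that level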;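 further: 0% = median of the neutral control wells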
hiPSC survival: enhancers of human iPSC single-cell survival | hiPSC single-cell survival, ATPlite luminescence; 100% = ROCK inhibitor wells, 0% = DMSO | survival enhancement, % at 20 µM | actives 0.044% (n = 360,000) | AID 602274; in the data active means survival enhancement above about 18%;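 further: cells exposed to compounds for 16 hours before the ATP read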
ABCB6 inh 2: inhibitors of human ABC transporter ABCB6 | Q9NP58 | K562-ABCB6 porphyrin accumulation, flow cytometry, 1 h; hits give low values | fluorescence ratio to DMSO, % at 10 µM | AID 602162 | actives 0.19% (n = 360,000);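 active means fluorescence ratio to DMSO below 75%, the collection mean minus 3 SD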;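 further: signal is porphyrin accumulated inside mitochondria; 100% equals median channel fluorescence of DMSO control wells; lower ratio means ABCB6 inhibition with less porphyrin fluorescence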
Glyco luc inh: blocks N-linked glycosylation in D54 reporter cells; reporter increase, % at 12.5 µM; D54 ERlucT glycosylation luciferase reporter, 24 h; percent of 100 nM tunicamycin response; actives 0.23% (n = 360,000);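 active means mean luciferase reporter signal, scaled so untreated is 0 and the glycosylation-blocking control 100, at or above a set limit in every replicate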;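 further: luciferase carries N-glycosylation sites so blocking glycosylation raises the light; 0% = median of neutral control wells and 100% = median of 100 nM tunicamycin wells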
m5-HT2A agonist: mouse HTR2A agonism via beta-arrestin recruitment | P35363 | CHO-K1 mHTR2A beta-arrestin complementation, luminescence; percent of 30 µM serotonin response | activation, % at 7.6 µM | actives 0.66% (n = 360,000);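 active means activation above a run cutoff, the mean activation of all tested compounds plus 3 SD, cut at about 14% in these data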;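 further: 0% = plate median of compound wells and 100% = 30 µM serotonin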
Target sequence (P35363 whole entry, looked up): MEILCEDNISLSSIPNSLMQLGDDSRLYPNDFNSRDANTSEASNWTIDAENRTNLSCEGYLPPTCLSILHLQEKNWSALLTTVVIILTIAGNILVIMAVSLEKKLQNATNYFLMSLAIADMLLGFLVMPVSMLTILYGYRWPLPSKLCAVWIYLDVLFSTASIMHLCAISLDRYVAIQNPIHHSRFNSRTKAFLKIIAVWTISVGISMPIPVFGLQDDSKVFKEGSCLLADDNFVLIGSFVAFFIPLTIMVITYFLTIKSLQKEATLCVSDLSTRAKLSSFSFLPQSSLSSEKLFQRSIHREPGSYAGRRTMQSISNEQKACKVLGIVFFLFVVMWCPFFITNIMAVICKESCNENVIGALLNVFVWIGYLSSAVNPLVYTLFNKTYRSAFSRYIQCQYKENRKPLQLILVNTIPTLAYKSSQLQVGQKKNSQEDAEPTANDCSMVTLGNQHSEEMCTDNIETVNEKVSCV
Granule exo inh: lytic granule exocytosis inhibition; actives 0.66% (n = 360,000); inhibition, % at 10 µM; TALL-104 LAMP-1 surface exposure, flow cytometry; cells stimulated with thapsigargin and PMA;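 active means inhibition above about 55%, limit read from the data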
aDG glyco up: increases alpha dystroglycan glycosylation. Pro5-aDG cells, alpha-DG glycosylation AlphaScreen (IIH6); 0% Pro5, 100% B10-LARGE cell signal. activation, % at 10 µM. actives 0.22% (n = 360,000);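 active means activation of at least 8% versus controls, or a plate z-score of at least 8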;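 further: Pro5 are CHO cells carrying HIG-tagged alpha-DG that lacks glycosylation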
Cardio protect: modulators protecting cardiomyocytes from myocardial damage. H9c2 cardiomyocytes, H2O2 injury protection, ATPLite, 2 h. protection from H2O2 cell death, % at 20 µM. actives 0.63% (n = 360,000);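 active means compounds giving at least 50% protection of heart cells from peroxide-induced death in the single-dose screen, raw or plate-pattern-corrected value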;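 further: 0% = DMSO wells with peroxide and 100% = DMSO wells without peroxide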
Vif inh: HIV Vif inhibition. inhibition, % at 7.49 µM. actives 0.35% (n = 340,000). HEK293T cells, Vif self-association by quenched fluorescence, imaging, 24 h; in the data active means inhibition above about 50%, passing the limit was not always enough; further: some results filed as inactive read as strong as hits
PDI inh: blocks human protein disulfide isomerase activity; PDI insulin aggregation turbidity, A650, 90 min; P07237; actives 0.052% (n = 350,000); inhibition, % at 10 µM; AID 588391;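 active means mean inhibition across replicates of 30% or more, whatever share of single replicates reach that level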;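 further: absorbance from insulin aggregation driven by PDI reduction with DTT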
Target sequence (P07237 whole entry, looked up): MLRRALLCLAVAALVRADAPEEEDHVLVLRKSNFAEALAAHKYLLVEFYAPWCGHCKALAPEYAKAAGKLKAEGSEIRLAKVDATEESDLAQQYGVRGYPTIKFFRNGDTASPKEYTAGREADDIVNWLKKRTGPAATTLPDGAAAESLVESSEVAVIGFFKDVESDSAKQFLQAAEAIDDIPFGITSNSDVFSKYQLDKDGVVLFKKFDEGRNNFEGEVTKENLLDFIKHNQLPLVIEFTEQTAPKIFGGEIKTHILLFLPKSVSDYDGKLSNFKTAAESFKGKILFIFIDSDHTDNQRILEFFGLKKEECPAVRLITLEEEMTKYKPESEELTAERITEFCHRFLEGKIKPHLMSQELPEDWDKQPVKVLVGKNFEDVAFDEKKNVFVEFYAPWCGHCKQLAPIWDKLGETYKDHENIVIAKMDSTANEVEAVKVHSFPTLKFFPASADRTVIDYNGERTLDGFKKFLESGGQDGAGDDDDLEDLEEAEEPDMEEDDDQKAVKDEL
An asterisk follows results filed as active; x = no result given.

SMILES	CaV13 ICDI inh	hiPSC survival	ABCB6 inh 2	Glyco luc inh	m5-HT2A agonist	Granule exo inh	aDG glyco up	Cardio protect	Vif inh	PDI inh
CCC(C)(C)c1ccc(OCC(=O)Nc2ccncc2)cc1	-5	1.1	98	2	0	-5	-0.1	-20	9	0
O=C(COC(=O)c1cccc(S(=O)(=O)N2CCCC2)c1)Nc1ccccc1C(F)(F)F	-4	0.3	95	-1	9	-1	-0.2	0	-2	-9
CC(C)(C)c1nnc(NC(=S)Nc2ccccc2)s1	-6	2.9	105	-3	-6	0	1.3	-5	4	2
O=C(c1ccccc1F)N1CCC(O)(c2cccnc2)CC1	0	7.2	85	1	2	0	-0.3	-3	1	6
O=c1nc(N2CCOCC2)ccn1-c1nc(-c2ccccc2)sc1-c1ccccc1	-1	-0.5	98	0	-3	8	0.2	-6	-6	4
COc1cc(O)oc1C=Nc1ccc(C(F)(F)F)cc1	-5	-1.2	96	-3	1	3	-0.2	14	16	-10
COc1ccc2[nH]c3c(=O)n(CCc4ccccc4)cnc3c2c1	-1	-0.1	91	2	-2	13	0.0	3	9	-4
Cc1ccc2c(c1)NCC(C(=O)NC1CCC(C)CC1)O2 (centres undefined)	-7	-2.3	100	0	17*	-2	-0.1	5	-2	2
Cc1c(N2C(=O)/C(=C3/C(=O)N(C)c4ccccc43)SC2=S)c(=O)n(-c2ccccc2)n1C	-10	1.5	93	2	2	3	0.1	10	x	-7
Cc1ccc(C(=O)NC2CCCN(c3ccc(C(F)(F)F)cn3)C2)cn1 (centres undefined)	-10	0.3	97	0	6	-7	0.3	-4	-2	-4
CCN(CC)S(=O)(=O)c1cccc(NC(=O)COC(=O)/C=C/c2cccs2)c1	-14	-0.9	96	-3	10	0	0.1	-10	-1	6
COc1ccccc1-c1nc(COc2ccc(Cl)cc2Cl)no1	-4	0.1	92	-1	-1	-5	0.0	-10	-8	-10
O=C(Nc1cccc(Br)c1)c1cccc(OC(=S)N2CCOCC2)c1	-12	-0.2	89	-1	-8	6	0.8	-9	-5	-3
Cc1c(C(=O)O)sc2nc(/C=C/c3cccc(F)c3)[nH]c(=O)c12	-15	0.1	97	1	-3	-14	0.0	2	2	-7
COCCCn1c(=N)c(C(=O)NCc2ccc3c(c2)OCO3)cc2c(=O)n3cccc(C)c3nc21	9	3.4	102	8	-2	-2	0.5	11	-8	6
OCCN(CC#CC(O)(c1ccccc1)C1CCCCC1)CCO (centres undefined)	-19	-0.6	90	2	2	-5	-0.1	-2	4	18
COc1ccc2c(c1)C(=O)N(c1ccc(C)cc1C)C(=O)C2(C)C	-4	0.4	97	-3	1	10	0.0	-2	4	5
C[n+]1ccc(/C=C/c2ccccc2O)c2ccccc21	-7	-2.1	103	0	-7	-1	-0.4	-10	13	-1
CC(CN1CCCCC1)OC(=O)C(C)(c1ccccc1)c1ccccc1 (centres undefined)	-4	0.6	93	-5	-8	3	0.3	6	0	4
O=S(=O)(Nc1cccc2ncccc12)c1cccs1	x	-2.4	100	-19	-12	-1	-0.2	43	17	-3
Cn1c(CCCOc2ccc(Cl)cc2Cl)nnc1SCC(=O)Nc1cccc(F)c1	-4	-1.6	91	1	3	-1	0.1	4	-10	-2
O=C(Cn1ccsc1=NC(=O)c1ccco1)c1ccccc1	-5	4.8	99	-1	1	0	0.3	8	24	13
COc1cccc(OC)c1OCCN(C)C	-7	2.2	94	1	-1	0	0.4	21	-4	10
CCc1ccc2[nH]c(=O)c(CN(CCN(C)C)C(=O)Nc3ccccc3OC)cc2c1	-5	1.4	103	0	-2	-4	0.8	7	-6	3
CN1CCN(c2ccc(NC(=O)c3ccc(-c4ccc(Cl)cc4)o3)cc2)CC1	-5	5.6	96	-9	1	73*	5.5*	-12	-5	0
COC(=O)CC/C(C)=N\Nc1ccc([N+](=O)[O-])cc1[N+](=O)[O-]	-4	7.1	97	1	-2	-4	0.5	-9	7	8
COc1ccc(/C=C2\Oc3cc(OCC(=O)N4CC(O)C[C@H]4C(=O)O)ccc3C2=O)cc1OC (some centres undefined)	x	-0.6	100	3	3	-2	3.9	1	-28	x
O=C(NCCCN1CCOCC1)c1cc(-c2ccc(O)cc2)on1	-3	1.3	102	-5	-8	2	-0.1	-1	-18	x
O=C(NCc1ccco1)c1cnn2c(C(F)(F)F)cc(-c3ccco3)nc12	x	-0.3	94	0	0	3	-0.1	33	-3	-8
Cc1ccc(OCC(=O)Nc2nnc(S(=O)(=O)N3CCCCC3)s2)cc1	-2	1.3	109	1	-3	-2	0.0	2	-2	0
Cc1ccc(OCC(=O)N(C)CC(=O)Nc2ccc(F)c(F)c2F)cc1	-6	0.9	96	3	-2	-5	0.0	-2	26	1
CC(OC(=O)C1CC(=O)N(Cc2ccccc2)C1)C(=O)Nc1ccccc1[N+](=O)[O-] (centres undefined)	-4	0.9	96	1	-3	0	0.2	1	-8	-5
O=C(NNC(=O)c1ccccc1Br)c1ccc2nc[nH]c2c1	-6	-0.4	97	1	-3	-2	0.0	-5	6	-45
Cc1cc(C(=O)CN2C(=O)C(=O)N(CC(C)C)C2=O)c(C)n1C1CC1	-6	-2.7	101	1	-7	7	0.2	-1	24	-10
COc1ccccc1NC(=O)Nc1nc(C(N)Cc2ccccc2)cs1 (centres undefined)	-6	-2.9	95	-3	1	11	7.4*	4	15	21
O=C(c1ccccc1Cc1ccccc1)N1CCN(S(=O)(=O)c2ccccc2[N+](=O)[O-])CC1	-4	-0.5	91	-2	-1	7	0.3	-1	6	7
Cc1cccc([C@@H](NC(=O)OC(C)(C)C)C(=O)OC(C)(C)C)c1	-10	-0.5	68*	1	3	-4	-0.1	3	-2	-1
Cc1ccccc1OCC(=O)OCC(=O)Nc1cc(C(F)(F)F)ccc1N1CCOCC1	-15	2.9	100	2	0	-1	0.1	-5	20	14
CN(C)S(=O)(=O)N(CC(=O)NCCSCc1ccc(Cl)cc1)c1ccccc1	0	-2.3	98	-3	-5	0	-0.1	0	-2	-6
CCOC1OC(=O)C(Cl)=C1Nc1cc(C)ccc1C (centres undefined)	-5	3.2	111	1	-3	-2	-0.6	0	-7	2
O=C(CC1SC(N2CCCCC2)=NC1=O)Nc1cccc(C(=O)Nc2ncccc2O)c1 (centres undefined)	-7	0.9	97	6	-11	-28	-0.2	2	-6	2
COc1ccc(CNc2ccc3c(c2)nc(C)n3C)cc1	-2	2.1	108	0	2	-1	0.1	-12	22	-2
COC(=O)c1sc(N)c(C(=O)OC)c1COC(=O)c1c(C)noc1C	-5	0.9	101	25	-18	-2	-0.3	6	-1	0
CCCCN(C(=O)CSc1nnc(-c2ccccc2OC)n1C)c1c(N)n(Cc2ccccc2)c(=O)[nH]c1=O	-5	1.0	103	2	1	6	0.0	-2	-8	2
Cn1c(-c2ccccc2)cnc1NCc1ccc(F)cc1	-4	-0.7	96	-1	-7	12	0.2	11	1	13
CS(=O)(=O)Nc1ccc(C(=O)Nc2ccc3ccccc3c2)cc1	-19	-0.6	103	-1	-6	8	0.2	1	-9	10
O=C(Cn1nnc(-c2ccccc2)n1)NCC(=O)Nc1ccc(F)c(F)c1F	-5	-0.5	98	4	-10	3	0.0	0	-5	2
CCOC(=O)c1ccccc1NC(=O)/C(C)=C/C(=O)O	-5	1.1	99	4	-1	-1	0.0	2	1	-8
Cc1nc(C#N)c(NCc2ccc3c(c2)OCO3)o1	x	5.4	193	1	0	16	-0.1	-7	x	-3
CC(C)N(C(=O)[C@H]1CC(CC(=O)NCCCn2ccnc2)C(=O)N2CCc3c([nH]c4ccccc34)[C@]12C)C(C)C (some centres undefined)	-9	0.6	106	2	3	0	-0.2	-1	x	-1
Cn1c(CNC(=O)CNS(=O)(=O)c2ccccc2)cc(=O)n(C)c1=O	-8	-0.3	99	0	2	3	0.1	12	8	1
COc1ccc(OC2CCN(S(=O)(=O)c3ccc(OC)c(OC)c3)CC2)cc1	-4	4.3	91	-3	1	-5	0.1	-12	-15	-3
Cc1ccccc1C(=O)Nn1cnnc1	-21	0.7	97	2	8	5	-0.1	4	4	-1
Cc1ccccc1NC(=O)Cc1nnc(SCC(=O)Nc2ccccc2)n1C	-1	-0.5	102	2	3	0	-0.1	0	-4	2
Cc1ccc(OCC(=O)N/N=C2\CCOc3c(C)cccc32)cc1	-8	0.6	103	0	-2	0	0.0	-12	-2	-6

13 entries from above, with values under each structure:
Values run as follows: CaV13 ICDI inh, hiPSC survival, ABCB6 inh 2, Glyco luc inh, m5-HT2A agonist, Granule exo inh, aDG glyco up, Cardio protect, Vif inh, PDI inh
O=C(CC1SC(N2CCCCC2)=NC1=O)Nc1cccc(C(=O)Nc2ncccc2O)c1 (centres undefined)
→ -7, 0.9, 97, 6, -11, -28, -0.2, 2, -6, 2
COc1ccc(CNc2ccc3c(c2)nc(C)n3C)cc1
→ -2, 2.1, 108, 0, 2, -1, 0.1, -12, 22, -2
COC(=O)c1sc(N)c(C(=O)OC)c1COC(=O)c1c(C)noc1C
→ -5, 0.9, 101, 25, -18, -2, -0.3, 6, -1, 0
CCCCN(C(=O)CSc1nnc(-c2ccccc2OC)n1C)c1c(N)n(Cc2ccccc2)c(=O)[nH]c1=O
→ -5, 1.0, 103, 2, 1, 6, 0.0, -2, -8, 2
Cn1c(-c2ccccc2)cnc1NCc1ccc(F)cc1
→ -4, -0.7, 96, -1, -7, 12, 0.2, 11, 1, 13
CS(=O)(=O)Nc1ccc(C(=O)Nc2ccc3ccccc3c2)cc1
→ -19, -0.6, 103, -1, -6, 8, 0.2, 1, -9, 10
O=C(Cn1nnc(-c2ccccc2)n1)NCC(=O)Nc1ccc(F)c(F)c1F
→ -5, -0.5, 98, 4, -10, 3, 0.0, 0, -5, 2
CCOC(=O)c1ccccc1NC(=O)/C(C)=C/C(=O)O
→ -5, 1.1, 99, 4, -1, -1, 0.0, 2, 1, -8
Cc1nc(C#N)c(NCc2ccc3c(c2)OCO3)o1
→ x, 5.4, 193, 1, 0, 16, -0.1, -7, x, -3
CC(C)N(C(=O)[C@H]1CC(CC(=O)NCCCn2ccnc2)C(=O)N2CCc3c([nH]c4ccccc34)[C@]12C)C(C)C (some centres undefined)
→ -9, 0.6, 106, 2, 3, 0, -0.2, -1, x, -1
Cn1c(CNC(=O)CNS(=O)(=O)c2ccccc2)cc(=O)n(C)c1=O
→ -8, -0.3, 99, 0, 2, 3, 0.1, 12, 8, 1
COc1ccc(OC2CCN(S(=O)(=O)c3ccc(OC)c(OC)c3)CC2)cc1
→ -4, 4.3, 91, -3, 1, -5, 0.1, -12, -15, -3
Cc1ccccc1C(=O)Nn1cnnc1
→ -21, 0.7, 97, 2, 8, 5, -0.1, 4, 4, -1
